Assay outcomes from PubChem.
F508del corr = CFTR F508del correction in bronchial cells. CFBE cells, YFP halide quenching; stimulated with forskolin plus potentiator P3; % fluorescence drop versus neutral controls. AID 720511. 350,000 compounds, 0.36% hits. activity (quench increase), % at 7.58 µM;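 active means mean added fluorescence quench of at least 8% versus neutral control, with both replicates also reaching 8%; inconclusive means only one of the mean or replicate conditions met; inactive means mean below 8% and not both replicates reaching 8%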;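 further: cells transiently co-express mutant CFTR-F508del with the halide-sensitive YFP; corrector assay measuring rescue of mutant channel to the surface after 24 h compound exposure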
INS-1E GSIS act = primary screen for activators of insulin secretion dependent on glucose, INS-1E cells, GLuc reporter luminescence; INS-1E GLuc reporter insulin secretion, 2-3 h; activation, % at 16.6 µM; 370,000 compounds, 0.61% hits; AID 743287;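 active means lowest replicate activation of at least 40%, so every replicate reaches that level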;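 further: 0% = median of neutral control wells and 100% = median of IBMX positive control wells; some compounds called inactive have numbers as strong as hits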
ARNT-TACC3 inh = disruptors of human ARNT/TACC3 interaction; AlphaScreen His-ARNT PAS-B/GST-TACC3 binding, luminescence; TACC3 fragment carries E629A point mutation; inhibition, % at 9.99 µM; 390,000 compounds, 0.66% hits; Q9Y6A5;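 active means mean inhibition of replicates at least 50% and at least half of replicates each reaching 50%; inconclusive means half or more replicates reach 50% but mean below 50%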;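 further: 0% = complete ARNT plus TACC3 wells and 100% = ARNT alone without TACC3; many hits fall short of the cut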
ERp5 inh = inhibitors of human ERp5; inhibition, % at 9.99 µM; 350,000 compounds, 0.05% hits; AID 651711; ERp5 insulin aggregation, absorbance 650 nm, 90 min;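 active means mean replicate inhibition above about 25%, with every replicate also reaching it, limit read from the data, passing the limit was not always enough; inconclusive means only one of those two criteria met; inactive means neither criterion met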
Target sequence (Q15084 whole entry, looked up): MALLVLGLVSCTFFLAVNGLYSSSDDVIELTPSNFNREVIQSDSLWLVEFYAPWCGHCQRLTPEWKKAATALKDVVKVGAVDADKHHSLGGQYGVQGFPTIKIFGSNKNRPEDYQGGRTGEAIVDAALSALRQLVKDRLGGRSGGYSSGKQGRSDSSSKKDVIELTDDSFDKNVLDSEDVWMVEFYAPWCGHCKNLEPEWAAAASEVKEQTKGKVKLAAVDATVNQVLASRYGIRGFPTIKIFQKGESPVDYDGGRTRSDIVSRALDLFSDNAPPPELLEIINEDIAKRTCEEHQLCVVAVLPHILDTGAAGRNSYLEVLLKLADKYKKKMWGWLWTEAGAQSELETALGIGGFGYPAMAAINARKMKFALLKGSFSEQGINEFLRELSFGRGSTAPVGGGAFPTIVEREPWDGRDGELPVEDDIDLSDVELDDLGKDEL
Xi reactivation = X-chromosome reactivation activator. XiGFP mouse fibroblasts, % GFP-positive cells imaging, 3 d; cells co-treated with 5-aza-dC sensitizer; scaled so ellipticine positive control = 100%. activation, % at 7.58 µM. 360,000 compounds, 0.055% hits. AID 743238;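 active means mean normalized replicate activation at least 10% and every replicate at or above 10%; inconclusive means only one of the two criteria met; inactive means mean below 10% and not all replicates reach 10%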;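 further: 0% = median of on-plate neutral control wells and 100% = ellipticine 6 µM median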
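System: SV40-immortalized XiGFP fibroblast cells, line 68-5-11 / Incubation: 3-day compound exposure, then 15 min fixation at room temperature / Compound: single concentration per compound, delivered by pin transfer / Buffer or medium: DMEM plus 5-aza-dC sensitizer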
DENV2 CPE rescue = DENV2-induced cell death inhibition. AID 651640. CPE inhibition, % at 9.99 µM. 350,000 compounds, 1.7% hits. DENV2-infected cells, cytopathic effect rescue, plate reader; in the data active means CPE inhibition above about 20%, passing the limit was not always enough; inconclusive means no clear call, values can overlap the other calls; tested in BHK-21 cells;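 further: 0% = median of neutral control wells and 100% = median of positive control wells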
EWS-Fli inh = inhibitors of EWS/Fli oncoprotein transcriptional activity; A673 NR0B1-luciferase reporter, viability-normalised; inhibition, % at 12.6 µM; 350,000 compounds, 0.67% hits; AID 651661;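 active means mean inhibition of at least 50% after viability correction, with every replicate also passing that limit; inconclusive means mean reaches 50% but only one of two replicates passes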;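 further: firefly luciferase signal divided by Alamar Blue viability fluorescence both relative to DMSO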
PAX8 reporter = PAX8 transcriptional activity inhibition; inhibition, % at 12.6 µM; RMG-I TPO-luciferase reporter, SteadyGlo, 24 h; 360,000 compounds, 1.2% hits;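 active means mean replicate inhibition at least 60% with every replicate also reaching 60%; inconclusive means only one of the two criteria is met; inactive means mean below 60% and not all replicates reaching 60%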;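 further: luciferase light reporting Pax8 driven TPO promoter activity; plate controls were median of neutral control wells for no effect and mitoxantrone controls for full effect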
Active calls of the source: *; ? = inconclusive; / = not tested or not shown.

Below each compound: F508del corr, INS-1E GSIS act, ARNT-TACC3 inh, ERp5 inh, Xi reactivation, DENV2 CPE rescue, EWS-Fli inh, PAX8 reporter
CCOC(=O)C1CCN(c2c(N3CCN(c4ccccc4OC)CC3)c(=O)c2=O)CC1
 : -0.6, 5, -1, 0, 0.0, 1, -4, 3
Cc1ccc(-c2ccc(=O)n(CC(=O)N3CCN(c4cc(Cl)ccc4C)CC3)n2)cc1
 : 2.3, -17, -1, -1, /, -8, -1, /
COC(=O)[C@H](CC(C)C)NC(=O)Nc1cccc(Br)c1
 : 2.2, 5, 0, 1, 0.1, -4, 0, 1
COc1ccc(C(C(=O)NCC2CCCO2)N(Cc2cccs2)C(=O)c2snc(C(N)=O)c2N)cc1OC (stereo not drawn)
 : -1.7, 18, -5, 4, 0.1, 1, 1, 13
COc1ccc(C)cc1NC(=S)N1CCOCC1
 : 2.2, 6, /, 1, -0.2, 0, /, -9
COc1cccc(CN(C)CC(=O)Nc2ccccc2C(C)C)c1
 : -1.9, -41, -10, 1, -0.2, 3, 4, 8
CC(C)(C)OC(=O)N1Cc2cc3ccccc3nc2C1CO (stereo not drawn)
 : 2.2, 1, -3, 3, 0.2, -2, -1, 3
COc1ccccc1C(=O)Nc1ccc2c(c1)C(=O)N(C)C[C@H](OC)[C@@H](C)CN(C)[C@H](C)CO2
 : 1.1, 15, -5, -10, 0.4, 5, -9, -3
CC(C)NC(=O)N(C)C[C@H]1Oc2c(NC(=O)C3CC3)cccc2C(=O)N([C@@H](C)CO)C[C@@H]1C
 : 1.8, 11, /, -1, -0.6, ?, -5, -4
COc1cc(/C=C(\C#N)c2nc(-c3cc4ccccc4oc3=O)cs2)ccc1O
 : /, 7, -4, -2, 0.0, 3, -1, -1
COc1ccc(CC(=O)OCC(=O)Nc2ccc3c(c2)OCO3)cc1OC
 : -0.5, 6, 1, -3, 0.0, -5, -8, 19
C[C@@H]1CN([C@@H](C)CO)C(=O)c2cccc(NC(=O)Nc3ccc(F)cc3)c2O[C@H]1CN(C)C(=O)Nc1cccc2ccccc12
 : -0.4, -15, 5, 2, -0.1, 0, 10, /
CN(C)CC(=O)N[C@@H]1C=C[C@H](CC(=O)NCc2ccccc2F)O[C@H]1CO
 : -0.8, -13, 10, 0, 0.1, 7, -2, 2
NS(=O)(=O)c1ccc(Nc2ncccc2[N+](=O)[O-])cc1
 : 3.0, /, /, 1, /, 16, -4, /
C[C@H](CO)N1C[C@H](C)[C@@H](CN(C)S(=O)(=O)c2cccc(F)c2)OCc2ccccc2-c2c(n(C)c3ccccc23)C1=O
 : -3.3, -8, 10, -5, -0.1, -1, -4, 83*
C=CCc1cc(C)ccc1OCCCC(C(=O)OCC)C(=O)OCC
 : /, /, 16, -6, 0.0, 12, 7, -8
O=S(=O)(Nc1ccc(Br)cc1)c1cccc(NS(=O)(=O)c2cccs2)c1
 : -2.9, -39, -4, 2, 0.0, ?, -12, -9
C[C@H]1CN([C@@H](C)CO)C(=O)Cc2cc(NC(=O)Nc3cccc4ccccc34)ccc2O[C@@H]1CN(C)C(=O)Nc1ccc(F)cc1
 : -1.9, -8, 3, -4, 0.1, -10, -1, 17
c1cc(CNC2C3CC4CC(C3)CC2C4)ccn1 (stereo not drawn)
 : -0.5, -5, -1, 4, -0.1, 4, -7, 4
CC=Cc1ccc2n(c1=O)C[C@H]1[C@H](CO)[C@@H](C(=O)NCc3ccc4c(c3)OCO4)[C@@H]2N1C(=O)CC (mixture of isomers)
 : 0.1, 8, 3, -2, 0.0, -15, -5, -8
CC(=O)N1N=C(c2c(-c3ccccc3)c3cc(Br)ccc3[nH]c2=O)CC1c1ccco1 (stereo not drawn)
 : -11, -7, -1, 3, 0.9, -3, 19, 6
COc1ccc(S(=O)(=O)NC(=O)C2(C)CCN2C(=O)CC2CC2)cc1 (stereo not drawn)
 : 1.2, 18, /, -11, -0.1, -3, -4, 7
COc1cc(OC)c(NS(=O)(=O)c2c(C(=O)N3CCCCC3)c(C)n(C)c2C)cc1Cl
 : -4.8, -3, -3, -2, 0.0, -3, 1, 0
C[C@@H]1CCCCO[C@@H](CN(C)S(=O)(=O)c2ccc(Cl)cc2)[C@@H](C)CN([C@@H](C)CO)C(=O)c2cc(NC(=O)Nc3cccc4ccccc34)ccc2O1
 : 1.0, -23, -2, 5, 0.4, -5, -2, -4
COCC(=O)N(C)C[C@H]1Oc2cc(C#CCN(C)C)ccc2S(=O)(=O)N([C@@H](C)CO)C[C@H]1C
 : 3.7, 12, -3, -4, -0.1, 2, -4, /
COc1cccc(OCc2ccc(Cn3nc(NC(=O)NCCc4ccc(OC)c(OC)c4)c4ccccc43)cc2)c1
 : 0.6, -5, /, -7, 0.0, -2, 2, 18
C[C@@H]1CN([C@@H](C)CO)S(=O)(=O)c2ccc(-c3ccccc3F)cc2O[C@@H]1CN(C)CC1CC1
 : 2.5, 15, 1, 3, 3.2, 2, 12, /
COc1ccc2c3c([nH]c2c1)[C@H](CO)N(C(=O)c1ccncc1)CC31CN(C(=O)c2ccncc2)C1
 : 1.7, 1, /, 4, 0.2, 9, 3, /
CCOC(=O)Cc1csc(/N=C/c2c(O)n(-c3ccc(C)c(C)c3)c(=O)c3ccccc23)n1
 : /, 42*, 10, /, 0.1, /, /, 4
O=C(CCc1ccccc1)Nc1nn[nH]n1
 : /, 17, 4, /, -0.1, /, /, -24

A section from the list above:
Below each compound: F508del corr, INS-1E GSIS act, ARNT-TACC3 inh, ERp5 inh, Xi reactivation, DENV2 CPE rescue, EWS-Fli inh, PAX8 reporter
CCOC(=O)C1CCN(c2c(N3CCN(c4ccccc4OC)CC3)c(=O)c2=O)CC1
 : -0.6, 5, -1, 0, 0.0, 1, -4, 3
Cc1ccc(-c2ccc(=O)n(CC(=O)N3CCN(c4cc(Cl)ccc4C)CC3)n2)cc1
 : 2.3, -17, -1, -1, /, -8, -1, /
COC(=O)[C@H](CC(C)C)NC(=O)Nc1cccc(Br)c1
 : 2.2, 5, 0, 1, 0.1, -4, 0, 1
COc1ccc(C(C(=O)NCC2CCCO2)N(Cc2cccs2)C(=O)c2snc(C(N)=O)c2N)cc1OC (stereo not drawn)
 : -1.7, 18, -5, 4, 0.1, 1, 1, 13
COc1ccc(C)cc1NC(=S)N1CCOCC1
 : 2.2, 6, /, 1, -0.2, 0, /, -9
COc1cccc(CN(C)CC(=O)Nc2ccccc2C(C)C)c1
 : -1.9, -41, -10, 1, -0.2, 3, 4, 8
CC(C)(C)OC(=O)N1Cc2cc3ccccc3nc2C1CO (stereo not drawn)
 : 2.2, 1, -3, 3, 0.2, -2, -1, 3
COc1ccccc1C(=O)Nc1ccc2c(c1)C(=O)N(C)C[C@H](OC)[C@@H](C)CN(C)[C@H](C)CO2
 : 1.1, 15, -5, -10, 0.4, 5, -9, -3
CC(C)NC(=O)N(C)C[C@H]1Oc2c(NC(=O)C3CC3)cccc2C(=O)N([C@@H](C)CO)C[C@@H]1C
 : 1.8, 11, /, -1, -0.6, ?, -5, -4
COc1cc(/C=C(\C#N)c2nc(-c3cc4ccccc4oc3=O)cs2)ccc1O
 : /, 7, -4, -2, 0.0, 3, -1, -1

Next part
Below each compound: F508del corr, INS-1E GSIS act, ARNT-TACC3 inh, ERp5 inh, Xi reactivation, DENV2 CPE rescue, EWS-Fli inh, PAX8 reporter
CCSCc1nc(N)nc(NCCc2ccccc2)n1
 : 2.2, 31, 3, 2, 0.0, 2, -9, -26
C=CCN=C(NC#N)SC
 : 3.5, 9, -4, 2, -0.1, 2, -10, 4
C[C@H]1CN([C@@H](C)CO)C(=O)Cc2cc(NC(=O)c3ccncc3)ccc2O[C@@H]1CN(C)CC1CCCCC1
 : -0.1, 18, -6, -3, -1.2, ?, 2, /
COc1ccc(NC(=O)CSc2nc3ccc(OC)cc3[nH]2)cc1
 : -2.2, -6, -7, -4, 0.2, -4, 8, -10
Cc1cccc(-n2c(C)cc(/C=C3/C(=N)N4C(c5ccccc5)=CSC4=NC3=O)c2C)c1
 : /, /, 15, 0, -0.1, ?, 1, 5
Cc1noc(C)c1NC(=O)Nc1ccc2c(c1)C(=O)N([C@H](C)CO)C[C@@H](C)[C@H](CN(C)S(=O)(=O)c1c(C)noc1C)OCCCC[C@@H](C)O2
 : -2.5, 13, -5, 1, 0.1, -1, -8, -45
CCC(=O)Nc1ccc2c(c1)OC[C@H](C)N(C(=O)Cc1ccccn1)C[C@@H](C)[C@H](OC)CN(C)C2=O
 : -4.8, -3, -2, 7, 0.0, 2, 3, /
O=C(NC1CCCC1)N[C@H]1C=C[C@@H](CC(=O)N2CCOCC2)O[C@@H]1CO
 : 1.1, 3, -5, 2, 0.2, 36*, 1, -1
O=C(CCC1CCCN(C(=O)C2(c3ccccc3)CC2)C1)N1CCN(c2ccccn2)CC1 (stereo not drawn)
 : 0.8, -6, -18, -7, 0.1, -3, -2, 20
CCCNC(=O)C[C@H]1CC[C@@H]2[C@H](COc3ccc(NC(=O)Nc4cccc(C)c4)cc3C(=O)N2C)O1
 : 2.1, 15, -4, 2, 0.1, -10, -12, 5
COC(=O)c1ccccc1NC(=O)c1cc([N+](=O)[O-])nn1Cc1ccccc1
 : /, 24, 10, /, 0.0, /, /, 16
CNC(=O)C[C@H]1CC[C@@H]2[C@@H](COc3ccc(NC(=O)c4ccccc4F)cc3C(=O)N2C)O1
 : 0.1, 4, 20, /, 0.1, 0, -5, -19
COc1ccccc1NC(=O)Nc1ccccc1SC
 : -1.5, -1, /, 2, 0.0, /, -17, 3
Cc1ccc2oc(=O)c3cc(C(=O)NCCCN4CCN(C)CC4)sc3c2c1
 : 0.9, 9, 0, -1, 0.1, 14, /, -3
CCO[C@H]1OC(C(=O)Nc2ccccc2)=C[C@@H](c2ccc(C(F)(F)F)cc2)[C@@H]1CCCO
 : -0.9, /, 6, -6, 0.0, -2, -9, 18
C[C@H]1CN([C@@H](C)CO)S(=O)(=O)c2ccc(C#CC3CCCC3)cc2O[C@H]1CN(C)S(C)(=O)=O
 : 2.1, 5, 0, -4, -0.1, -10, -1, /
CN(CC(=O)c1c(N)n(C)c(=O)n(C)c1=O)c1ccccc1
 : 0.3, 1, 6, 2, -0.1, 18, 10, 5
O=C(Nc1cc(F)ccc1F)N1CC(=O)N2[C@H](CO)[C@@H](c3ccc(-c4ccc(F)cc4)cc3)[C@H]2C1
 : 0.1, -8, /, 5, 0.0, 15, 3, 14
CSCCC1COC(c2cccs2)=N1 (stereo not drawn)
 : -3.9, 4, -13, -2, 0.0, -4, -5, -2
CCOc1cc(C=O)ccc1OCC(=O)NC(C)(C)C
 : /, -1, -17, -1, 0.0, -3, -3, -2
CCC(=O)N(C)C[C@H]1Oc2cc(-c3ccc(C#N)cc3)ccc2S(=O)(=O)N([C@@H](C)CO)C[C@@H]1C
 : 0.5, 3, -8, 85*, -0.5, -3, 1, /
C[C@H]1CN([C@@H](C)CO)S(=O)(=O)c2ccc(-c3cncnc3)cc2O[C@@H]1CN(C)C(=O)Cc1cccnc1
 : 0.1, 9, 10, 3, -0.8, 0, 6, -3

Two entries picked at random from those above:
Below each compound: F508del corr, INS-1E GSIS act, ARNT-TACC3 inh, ERp5 inh, Xi reactivation, DENV2 CPE rescue, EWS-Fli inh, PAX8 reporter
COc1ccccc1NC(=O)Nc1ccccc1SC
 : -1.5, -1, /, 2, 0.0, /, -17, 3
C[C@H]1CN([C@@H](C)CO)S(=O)(=O)c2ccc(-c3cncnc3)cc2O[C@@H]1CN(C)C(=O)Cc1cccnc1
 : 0.1, 9, 10, 3, -0.8, 0, 6, -3
